# NALP1 inh: NALP1 inhibition; 0.61% of 280,000 active; S. cerevisiae NALP1/ASC/caspase-1 growth, X-gal OD620, 72 h; inhibition, % at 10 µM; AID 2071; in the data active = inhibition mostly above about 24%, no sharp cut-off; inactive = mostly below about 32%; note: some compounds called inactive have numbers as strong as hits
# MEKK2wt PB1 HTS: raises or lowers MEK5 binding to wildtype human MEKK2 PB1 domain; Q9Y2U5; bead flow cytometry, Alexa488-MEK5 binding to MEKK2 WT; actives lie on both sides; binding response (% of control), % at 10 µM; 1.1% of 290,000 active; in the data active = binding response below about 67% or above about 130%
# OXTR ag: human OXTR agonism | AID 2435 | 0.32% of 320,000 active | CHO-OTR cells, Fluo-8 calcium fluorescence; normalized: DMSO 0%, oxytocin 100% | activation, % at 3 µM | P30559;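 active = activation above the mean of all tested compounds plus 3 SD, cutoff set per screening run, cut at about 20% in these data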;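 note: peak over basal fluorescence ratio from a 100 s FLIPR kinetic read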
# PfM18AAP inh: PfM18AAP enzyme inhibition; 1.2% of 290,000 active; recombinant PfM18AAP, H-Glu-NHMec fluorogenic cleavage; inhibition, % at 7.35 µM; AID 1822;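 active = inhibition above the campaign mean inhibition over all tested compounds plus 3 SD, cut at about 28% in these data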;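 note: 0% = plate median of test compound wells and 100% = 2 mM ZnCl2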
# MEKK2mut PB1 HTS: signal of MEK5 binding to mutant human MEKK2 PB1 domain | bead flow cytometry, Alexa488-MEK5 binding to MEKK2 mutant | percent response, % at 10 µM | 0.35% of 290,000 active; in the data active = percent response above about 24%, passing the limit was not always enough; note: inactives centre near 1; some results filed as inactive read as strong as hits; reference of the scale not given here
# DNA FID counter: displaces DNA intercalator in HCV helicase counter-screen | inhibition, % at 7.9 µM | DNA fluorescent intercalator displacement, fluorescence | 0.17% of 290,000 active; in the data active = inhibition above about 37%;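 note: 0% = vehicle and 100% = reference compound; higher means more ethidium bromide displaced from hairpin DNA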
# PHOSPHO1 block: PHOSPHO1 (human) inhibition | Q8TCT1 | recombinant PHOSPHO1, absorbance phosphatase assay | inhibition, % at 13.3 µM | 1.1% of 290,000 active; in the data active = inhibition above about 60%
# Target sequence (Q8TCT1 whole entry, looked up): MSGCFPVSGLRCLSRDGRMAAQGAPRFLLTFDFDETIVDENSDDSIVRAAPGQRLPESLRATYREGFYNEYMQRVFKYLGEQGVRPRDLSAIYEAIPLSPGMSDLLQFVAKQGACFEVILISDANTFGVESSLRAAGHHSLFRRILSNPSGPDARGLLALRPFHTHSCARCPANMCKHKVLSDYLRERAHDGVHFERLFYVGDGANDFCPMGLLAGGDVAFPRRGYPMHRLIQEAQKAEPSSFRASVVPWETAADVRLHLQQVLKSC
# MEKK3 PB1 HTS: MEKK3-MEK5 PB1 interaction, increase or decrease; binding response (% of control), % at 10 µM; 1.4% of 290,000 active; bead-based flow cytometry, Alexa488-MEK5 binding to MEKK3; actives lie on both sides; 0 = blocked by unlabeled MEK5, 100 = vehicle; Q99759;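 active = binding response more than 3 SD above or below the average of its plate-row segment, actives on both sides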;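 note: Alexa488 bead fluorescence after subtracting the streptavidin-only scavenger bead signal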
# Target sequence (Q99759 whole entry, looked up): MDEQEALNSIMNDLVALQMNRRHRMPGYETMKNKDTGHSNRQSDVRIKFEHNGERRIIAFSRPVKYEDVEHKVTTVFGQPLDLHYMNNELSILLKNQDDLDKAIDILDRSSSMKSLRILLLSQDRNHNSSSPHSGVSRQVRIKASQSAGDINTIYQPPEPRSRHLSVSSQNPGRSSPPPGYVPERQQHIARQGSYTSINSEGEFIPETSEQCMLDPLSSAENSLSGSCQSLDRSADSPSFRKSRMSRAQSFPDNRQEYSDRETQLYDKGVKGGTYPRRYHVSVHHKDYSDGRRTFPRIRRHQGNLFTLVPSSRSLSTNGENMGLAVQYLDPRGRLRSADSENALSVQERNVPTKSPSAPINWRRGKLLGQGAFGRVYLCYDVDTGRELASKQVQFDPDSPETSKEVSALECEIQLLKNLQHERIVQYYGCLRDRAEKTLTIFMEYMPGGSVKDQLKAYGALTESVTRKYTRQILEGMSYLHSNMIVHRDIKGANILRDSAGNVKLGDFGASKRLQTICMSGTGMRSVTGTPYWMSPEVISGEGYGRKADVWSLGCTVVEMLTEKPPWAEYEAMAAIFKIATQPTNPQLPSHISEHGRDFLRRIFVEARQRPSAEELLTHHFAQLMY
# GPR7 antag: antagonists of human GPR7 (neuropeptides B/W receptor 1) | GPR7-expressing cells, fluorescence antagonist assay | AID 1861 | P48145 | 1.1% of 290,000 active | inhibition, % at 4.4 µM; in the data active = inhibition above about 16%, passing the limit was not always enough;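 note: cells stimulated with the agonist NPW; 0% = agonist with vehicle and 100% = vehicle without agonist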
# The depositor's hits bear a star; · = not tested or not shown.
SMILES,NALP1 inh,MEKK2wt PB1 HTS,OXTR ag,PfM18AAP inh,MEKK2mut PB1 HTS,DNA FID counter,PHOSPHO1 block,MEKK3 PB1 HTS,GPR7 antag
CCN(CCNC(=O)C1CCCN(S(=O)(=O)CC)C1)c1ccccc1 (stereo unspecified),-17,99,-1.1,20,8,-4,-53,100,-17
CCCn1nc(-c2nnc(-c3ccc(C)c(C)c3)o2)c2ccccc2c1=O,25,96,0.4,10,0,1,7,103,-3
CN(C)C=NC(=O)c1cn(-c2ccc(F)cc2)c(=O)c2ccccc12,-1,97,0.4,-3,0,-6,28,103,-3
COc1ccc(-c2csc(-c3cccs3)n2)c(OC)c1,0,95,-0.2,-2,-2,-2,32,103,-14
CN(C)c1ccc(NC(=O)COC(=O)Cn2nnc3ccccc32)cc1,24,107,-0.6,-1,8,-1,-5,101,3
COc1cc(C(=O)NCCCNc2ccc([N+](=O)[O-])cc2)cc(OC)c1OC,22,105,-0.2,4,-2,6,-2,103,18
CC1C(c2ccccc2)=[N+]([O-])C2(CCCC2)N1O (stereo unspecified),-3,107,-0.1,4,3,2,12,107,-16
CCN(CC(=O)Nc1cc(Cl)ccc1C)C(=O)CCS(=O)(=O)c1ccc(Cl)cc1,5,111,4.3,8,9,-35,-25,104,-6
O=C(NCCc1ccccc1)c1ccc(Cl)c(S(=O)(=O)N2CCOCC2)c1,22,103,·,-7,2,-17,·,103,-15
O=C(O)/C=C/c1ccc(-c2cccc(C(F)(F)F)c2)o1,7,95,-0.1,0,-2,-9,-25,101,-13
COC(=O)C1(Cc2ccc(O)cc2)OC(=O)C(O)=C1c1ccc(O)cc1 (stereo unspecified),-2,109,0.5,·,8,·,8,109,·
CCN(CC)C(=O)COc1cc(C)c(Cl)c(C)c1,8,93,-0.7,9,6,-11,-1,94,-14
O=C(COC(=O)c1cc(Cl)ccc1[N+](=O)[O-])Nc1cccc2ccccc12,27,93,-1.9,-7,-4,-3,-9,91,10
COc1cccc(CN(C(=O)c2cc3ccccc3oc2=O)C2CC2)c1,-4,100,-0.8,-3,-1,-21,39,98,-2
CCOC(=O)N1CCN(S(=O)(=O)c2cc([N+](=O)[O-])ccc2C)CC1,0,98,-0.1,-1,0,-3,-14,103,-3
C=CCN1C(=O)C2C(C(=O)NC3CCCC3)C3C=CC2(O3)C1C(=O)NC1CCCC1 (stereo unspecified),8,109,0.3,8,8,-11,19,107,-3
CN(C)CC(C)(C)CNS(=O)(=O)c1cccc2nsnc12,44,98,0.2,-7,-1,4,-5,97,-11
CCn1c(-c2ccc[nH]c2=O)nc2ccccc21,8,96,0.9,-2,1,-7,39,100,-13
CCC(C)NC(=O)CS(=O)Cc1nc(-c2ccccc2C)oc1C (stereo unspecified),3,·,-1.7,3,·,-19,9,·,-2
O=C(Cc1ccc(-n2cccc2)cc1)N1CCN(c2ccccc2F)CC1,5,·,-1.3,-5,·,-14,6,·,27*
COc1cc(/C=N/NC(N)=S)cc(Br)c1OCc1ccccc1F,11,95,0.3,-1,-1,-8,3,99,-8
CCC(=O)Oc1ccc(C2NC(=O)c3ccccc3O2)cc1OC (stereo unspecified),-23,111,-0.7,-6,22,-25,25,111,-15
O=S(=O)(NCc1ccc(F)cc1)c1ccc(-c2cnc(C3CC3)o2)cc1,12,102,13,8,3,-25,53,101,7
C[C@@H](C(=O)Nc1ccc2ccccc2c1)[C@H]1C[C@]1(C)[C@H](NC(=O)OCc1ccccc1)c1ccccc1,9,95,-1.2,13,-5,-14,-38,107,0
Cc1ccc(OCCOc2cccc(/C=N/NC(N)=O)c2)cc1,20,96,0.3,-6,-2,-14,25,95,2
COc1ccc(CCN(C)C(=O)CNC(=O)c2ccc3c(c2)OCO3)cc1OC,5,104,·,-1,4,-18,4,106,-17
COc1ccc(/C=N/N=C2/NC(=O)C(CC(=O)O)S2)cc1OCc1ccc(Cl)cc1Cl (stereo unspecified),30,99,-1.9,1,10,-33,-7,100,-11
O=C(c1ccc(F)cc1)N1CCN(c2ccc([N+](=O)[O-])c(N3CCCCC3)c2)CC1,-12,98,-2.5,-2,0,-28,21,100,0
CC(=O)CSc1nc2ccccc2o1,-8,95,-0.3,-4,-3,-2,3,95,-4
COc1ccc(S(=O)(=O)N(C)c2ccc(C(N)=O)cc2)cc1,1,102,0.8,-3,4,-2,0,102,5
CCOC(=O)c1ccc2nc(C)c3c(c2c1)OC(C)C3 (stereo unspecified),-5,99,-1.7,1,5,-1,-1,101,-6
CC1(C)Cc2nc3sc4c(=O)n(CC(=O)NCc5ccccc5)cnc4c3cc2CO1,1,94,-1.1,-6,-6,-1,-9,94,-3
O=C1CSC(c2cccc([N+](=O)[O-])c2)N1c1ccccc1 (stereo unspecified),1,108,-0.5,-4,6,3,19,103,-25
CCCN(CCC)C(=O)NC1CC(=O)N(c2ccc(OC)cc2)C1 (stereo unspecified),32,106,-0.4,-5,15,-7,-5,100,7
CCC(C)n1c(SCC(=O)Nc2ccccc2C(F)(F)F)nc2ccsc2c1=O (stereo unspecified),8,93,-2.0,-4,-6,-23,21,95,9
COc1cc(NC(=O)NCC2CCN(Cc3ccccc3F)CC2)cc(OC)c1,2,111,·,3,5,17,6,102,4

# An excerpt from above in order of their number in PHOSPHO1 block, rising.
Molecule	PHOSPHO1 block
CCCN(CCC)C(=O)NC1CC(=O)N(c2ccc(OC)cc2)C1 (stereo unspecified)	-5
O=C1CSC(c2cccc([N+](=O)[O-])c2)N1c1ccccc1 (stereo unspecified)	19
CCC(C)n1c(SCC(=O)Nc2ccccc2C(F)(F)F)nc2ccsc2c1=O (stereo unspecified)	21
Cc1ccc(OCCOc2cccc(/C=N/NC(N)=O)c2)cc1	25

# Remaining list, next part:
SMILES,NALP1 inh,MEKK2wt PB1 HTS,OXTR ag,PfM18AAP inh,MEKK2mut PB1 HTS,DNA FID counter,PHOSPHO1 block,MEKK3 PB1 HTS,GPR7 antag
O=C(NCc1cccs1)c1ccccc1C(=O)NCc1cccs1,·,96,-1.1,-8,-2,-2,-13,101,-15
N/C(=N\OC(=O)CCc1ccccc1)c1ccccc1Cl,4,105,-2.2,5,3,0,18,103,-13
COc1ccc2nc(SCC(=O)NCC3CCCO3)c(C#N)cc2c1 (stereo unspecified),17,98,0.0,-11,-3,-21,40,99,2
Cc1ccc(OCc2nnc(SCC(=O)Nc3sc(C)c(C)c3C#N)n2C)cc1,-2,102,21*,0,3,-7,47,104,-15
COc1ccc(N(CC(=O)Nc2cc(C)ccc2OC)S(=O)(=O)c2c(C)noc2C)cc1,5,102,-1.1,-19,1,-15,2,107,-5
Cc1cccc(Cn2cnc3c(NS(C)(=O)=O)c(C)c(C)cc32)c1,11,100,0.7,0,0,-27,-1,101,23
CS(=O)(=O)NCC(c1ccco1)N1CCN(c2ccc(F)cc2)CC1 (stereo unspecified),10,116,-0.2,2,7,-2,1,102,-5
O=C(Nc1ccccc1Cl)c1ccc(-n2cccn2)c([N+](=O)[O-])c1,-15,100,0.4,-6,2,-4,47,102,0
Cc1cccc(N(C)S(=O)(=O)c2ccc3[nH]cc(C(=O)N4CCOCC4)c(=O)c3c2)c1,21,103,1.8,-4,6,-13,36,100,-13
CCOc1ccccc1N(CC(=O)Nc1ccc(OC)cc1OC)S(=O)(=O)c1ccccc1,6,100,-2.2,3,-1,-30,·,102,4
O=C(Cn1nc([N+](=O)[O-])nc1Br)NC(c1ccccc1)c1ccccc1,8,102,0.9,-1,6,16,-2,96,34*
CC1CCCC(C)N1c1nnc(NC(=O)Cn2c(=O)oc3ccccc32)s1 (stereo unspecified),32,109,3.5,5,6,-23,62*,103,-11
Cc1ccccc1C(=O)Nc1ccc(-c2nc3ccc(C(=O)c4ccccc4)cc3[nH]2)cc1,15,108,0.7,0,3,-7,54,111,-1
COc1ccc(Br)cc1CN1CCCC(C(=O)N2CCCCC2)C1 (stereo unspecified),15,102,0.9,14,-1,7,18,103,8
Cc1c(CCOC(=O)c2cccc([N+](=O)[O-])c2)sc[n+]1CC(=O)c1ccccc1,5,113,0.5,3,-2,13,29,118,-6
CCN(C(=O)COC(=O)c1c(C)noc1C)C1CCS(=O)(=O)C1 (stereo unspecified),-45,85,0.0,-20,-10,0,32,94,-4
O=C(CCc1ccccc1)NNC(=O)c1cccc(F)c1,8,95,0.8,1,-2,15,36,100,3
COc1cccc(C(=O)N(Cc2ccccc2)Cc2cc3cc4c(cc3[nH]c2=O)OCCO4)c1,-3,106,0.2,-2,8,-5,-19,105,0
N#C/C(=C\c1ccc(-c2cccc(Cl)c2)o1)C(=O)Nc1cccc2cccnc12,5,101,5.7,4,3,-4,14,102,-16
CN1CCN(c2nc3c(c(=O)n(C)c(=O)n3C)n2Cc2cccc3ccccc23)CC1,-24,104,-1.2,-20,9,-3,17,103,-16
COC(=O)CN(c1ccccc1C)S(C)(=O)=O,31*,101,0.3,2,3,-11,-2,101,-10
COc1cc([N+](=O)[O-])ccc1NC(=S)Nn1cnnc1,-3,105,-0.5,84*,5,-3,4,104,-6
CC1CCC/C(=N\Nc2ccc(Cl)c(C(=O)O)c2)C1 (stereo unspecified),18,95,1.7,16,-2,2,-13,96,-2
CCOCC(=O)Nc1c(C)n(C)n(-c2ccccc2)c1=O,-9,95,2.4,-3,-21,9,37,93,-7
O=C(O)CCCN1C(=O)C2C3CC(C2C1=O)C1C(c2ccccc2)c2sc(=O)[nH]c2SC31 (stereo unspecified),25,89,1.1,16,-18,-8,16,88,-8
CC1CCCCN1C(=O)CCNC(=O)Cn1cnc2ccccc2c1=O (stereo unspecified),12,109,1.7,-13,10,-11,36,105,-5
O=C(O)CC1S/C(=N/N=C2CCCCC2)N(c2ccccc2)C1=O (stereo unspecified),34,101,0.0,5,4,-41,0,103,-10
O=C(NCCc1ccccc1)c1cc2ncc(Br)cn2n1,8,103,-1.2,-6,9,-13,10,103,6
CCOC(=O)C1CCCN(C(=O)C(C)(C)Oc2ccc(Cl)cc2)C1 (stereo unspecified),10,94,-2.5,7,-37,-31,32,97,-10
CNC(=O)c1ccc(-c2ccc(F)cc2)s1,12,105,-0.8,6,-1,-3,-9,105,2
FC(F)(F)Oc1ccc(NC(=S)NCCCN2CCOCC2)cc1,7,94,2.4,-5,-6,4,16,80,2
Fc1cccc(NC(=S)N2CCCC2)c1,27,97,0.3,2,1,3,-2,97,-8
Cc1cccc(Nc2nc(N)nc(CSc3nccc(C)n3)n2)c1,0,110,-1.5,-1,6,-9,-54,116,-3
C=CCNC(=O)COc1coc(CN2CCN(Cc3ccccc3)CC2)cc1=O,2,96,0.4,2,-10,10,-7,94,3
Cc1cc(-c2ccc(/C=N/n3cnnc3)o2)c([N+](=O)[O-])cc1C,-10,106,-1.2,45*,-2,-3,2,110,0
Cc1ccc(-c2noc(CCCN3C(=O)c4ccccc4C3=O)n2)cc1,7,93,-1.1,-8,-7,1,18,92,-4

# Whole records as entered above. Order of screens: NALP1 inh | MEKK2wt PB1 HTS | OXTR ag | PfM18AAP inh | MEKK2mut PB1 HTS | DNA FID counter | PHOSPHO1 block | MEKK3 PB1 HTS | GPR7 antag
# Profile of CC1CCCCN1C(=O)CCNC(=O)Cn1cnc2ccccc2c1=O (stereo unspecified) : 12 | 109 | 1.7 | -13 | 10 | -11 | 36 | 105 | -5
# Profile of Cc1cccc(Nc2nc(N)nc(CSc3nccc(C)n3)n2)c1 : 0 | 110 | -1.5 | -1 | 6 | -9 | -54 | 116 | -3

# Next part:
SMILES,NALP1 inh,MEKK2wt PB1 HTS,OXTR ag,PfM18AAP inh,MEKK2mut PB1 HTS,DNA FID counter,PHOSPHO1 block,MEKK3 PB1 HTS,GPR7 antag
O=C(CN1CCN(c2ncccn2)CC1)N(Cc1ccccc1)c1ccc(F)cc1,6,100,-1.7,-1,3,-19,10,98,11
COc1cc(SC#N)ccc1N=Cc1c(C)[nH]n(-c2ccc(C)cc2)c1=O,25,109,-0.3,-5,1,-2,-6,109,-5
Nc1c(-c2cccc(Cl)c2)cnn1-c1ccccc1,24,101,0.7,5,0,-2,-7,101,0
CCc1n[nH]c(=S)n1/N=C/c1cc(OC)cc([N+](=O)[O-])c1O,11,102,0.1,18,-2,-2,-103,102,-19

# Screening results from PubChem BioAssay.
